Compound activity deposited in PubChem by several laboratories.
MCL1 BIM primary: MCL1-BIM-BH3 interaction inhibition (human). Q07820. GST-MCL1 / FITC-Bim-BH3 fluorescence polarization. inhibition, % at 10.9 µM. 320,000 tested, 0.68% active;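 active means inhibition above the mean inhibition of all tested compounds plus 3 SD, set per campaign, cut at about 40% in these data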;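 further: 0% = DMSO wells and 100% = unlabeled Bim-BH3 peptide control; higher means more loss of mP so more displacement of Bim peptide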
Target sequence (Q07820 whole entry, looked up): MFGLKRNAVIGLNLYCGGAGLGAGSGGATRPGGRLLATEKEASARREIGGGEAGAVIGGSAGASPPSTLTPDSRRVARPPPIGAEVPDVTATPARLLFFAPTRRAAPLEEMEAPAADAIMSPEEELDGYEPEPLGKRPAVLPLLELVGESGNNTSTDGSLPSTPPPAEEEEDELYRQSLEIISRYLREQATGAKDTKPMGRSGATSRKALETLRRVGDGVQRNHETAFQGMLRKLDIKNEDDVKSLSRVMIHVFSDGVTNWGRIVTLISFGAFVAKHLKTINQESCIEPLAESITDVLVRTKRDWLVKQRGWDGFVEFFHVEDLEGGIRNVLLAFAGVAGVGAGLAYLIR
BCLXL inh: blocks human Bcl-xL binding to Bim BH3 peptide; inhibition, % at 10.9 µM; GST-Bcl-xL / FITC-Bim BH3 peptide fluorescence polarization; 320,000 tested, 0.7% active; Q07817;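 active means inhibition above the mean of all tested compounds plus 3 SD, cutoff set per campaign, cut at about 30% in these data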;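 further: 0% = DMSO wells and 100% = unlabeled Bim-BH3 peptide competitor; inhibitors lower millipolarization by displacing the labeled peptide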
Target sequence (Q07817 whole entry, looked up): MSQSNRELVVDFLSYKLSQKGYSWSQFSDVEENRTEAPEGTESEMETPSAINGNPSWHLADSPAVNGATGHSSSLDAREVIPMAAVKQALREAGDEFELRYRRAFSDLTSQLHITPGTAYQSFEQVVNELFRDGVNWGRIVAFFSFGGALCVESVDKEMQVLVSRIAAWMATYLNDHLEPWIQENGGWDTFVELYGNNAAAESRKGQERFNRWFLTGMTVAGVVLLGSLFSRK
CIT2-GFP yeast: yeast TOR pathway CIT2-GFP modulation | S. cerevisiae CIT2-GFP strain, flow cytometry, 3 h; 100 means same as DMSO wells | GFP response vs DMSO, % at 10 µM | 320,000 tested, 0.065% active | AID 2029;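 active means GFP response relative to DMSO above a set limit, near the screen mean plus 3 SD, cut at about 150% in these data; inconclusive means Fewer than 70 cells measured for a yeast strain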;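 further: ratio of well median GFP fluorescence to mean of DMSO wells on the plate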
Yeast superoxide: yeast age-related superoxide inhibition as caloric restriction mimetic; S. cerevisiae aged cells, superoxide DHE fluorescence; stronger effect = lower value; superoxide response (% of plate mean), % at 10 µM; 330,000 tested, 0.18% active;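 active means superoxide response under a set limit, about three screen SD below normal, cut at about 65% in these data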;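 further: yeast aged for seven days with compound at 30 °C before DHE staining; 100% = average MFI of all compound-treated wells on the plate with controls excluded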
VLA-4 inh: inhibition in a human VLA-4 binding assay; P13612; VLA-4 expressing cells, ligand binding flow cytometry; inhibition, % (about 7 µM as worked out from the volumes in the protocol); 330,000 tested, 0.2% active; AID 2557; in the data active means inhibition above about 50%
GLD-1 RNA inh: GLD-1-TGE RNA interaction inhibition (C. elegans). inhibition, % at 5.96 µM. Q17339. 320,000 tested, 0.44% active. purified GLD-1 + fluorescein TGE RNA, fluorescence polarization;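 active means percent inhibition above a per-plate cutoff, the plate mean of test compounds plus 3 SD, cut at about 30% in these data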;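 further: 0% = DMSO wells with GLD-1 and probe and 100% = wells lacking GLD-1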
GRK2 inh: inhibitors of human GRK2 displacing RNA aptamer | P25098 | bead flow cytometry, FAM-aptamer displacement from GRK2 | inhibition of aptamer binding, % at 10 µM | 330,000 tested, 0.59% active | AID 488847;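 active means inhibition of aptamer binding above 40%, roughly 3 SD of noise, on plates passing a quality check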;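 further: median bead fluorescence of bound FAM aptamer so fluorescent compounds give negative values; no value below 0 was filed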
MEX-5 binding: C. elegans MEX-5 TCR-2 RNA binding activity | MEX-5/FITC-TCR2 RNA binding, fluorescence polarization; stronger effect = lower value | activity score (negative = inhibition of binding), % at 10 µM | 300,000 tested, 0.38% active | AID 1832;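 active means inhibition past about -25% in most replicates, and total fluorescence under double the plate's negative control median, limit read from the data; inconclusive means replicates evenly split on the limit, or fluorescence at least double controls; inactive means too little inhibition in most replicates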;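 further: 0% = DMSO and -100% = 5 µM competing unlabeled TCR2 RNA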
Target sequence (Q9XUB2 whole entry, looked up): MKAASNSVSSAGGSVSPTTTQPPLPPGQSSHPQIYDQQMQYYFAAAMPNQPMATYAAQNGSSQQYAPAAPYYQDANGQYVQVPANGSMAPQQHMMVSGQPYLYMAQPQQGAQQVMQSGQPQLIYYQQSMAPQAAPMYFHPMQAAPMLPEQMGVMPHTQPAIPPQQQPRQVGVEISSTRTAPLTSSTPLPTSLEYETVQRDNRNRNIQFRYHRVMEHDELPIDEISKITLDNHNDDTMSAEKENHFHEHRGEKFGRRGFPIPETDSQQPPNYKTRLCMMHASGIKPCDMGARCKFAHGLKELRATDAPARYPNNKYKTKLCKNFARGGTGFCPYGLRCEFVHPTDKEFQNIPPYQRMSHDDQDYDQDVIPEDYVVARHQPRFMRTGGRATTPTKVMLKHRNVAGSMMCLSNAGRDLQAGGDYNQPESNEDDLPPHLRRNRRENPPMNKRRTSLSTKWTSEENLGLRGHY
AGP1-GFP MLPCN: alters AGP1-GFP fluorescence in TOR pathway yeast screen; S. cerevisiae AGP1-GFP multiplex flow cytometry, 3 h; GFP as percent of DMSO wells; GFP response vs DMSO, % at 10 µM; 320,000 tested, 0.02% active; AID 2066;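 active means GFP response relative to DMSO above a set limit, near screen average plus 3 SD, cut at about 150% in these data; inconclusive means fewer than 70 cells counted for the yeast strain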;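 further: median GFP channel fluorescence of the gated AGP1 strain per well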
* hit, by the source's call; ? = inconclusive; / = no result given; [ ] = dose if it differs, or a comment.

nr | Molecule | MCL1 BIM primary | GRK2 inh | AGP1-GFP MLPCN | BCLXL inh | MEX-5 binding | Yeast superoxide | VLA-4 inh | GLD-1 RNA inh | CIT2-GFP yeast
1 | O=C(NNC(=O)c1c(F)cccc1F)c1sccc1-n1cccc1 | 4 | 0 | 101 | 4 | 0.2 | 93 | 0 | 4 | 90
2 | Cc1cc(C)c(NC(=O)CSc2nnc(Cc3cccn3C)n2-c2ccc(F)cc2)c(C)c1 | -2 | 5 | 108 | 0 | 0.4 | 101 | 0 | 6 | 110
3 | O=S(=O)(Nc1ccc(Cl)cc1)c1ccc(N2CCOCC2)c(NC(=S)NC2CC2)c1 | 11 | 0 | 86 | 8 | 0.0 | 121 | 1 | 2 | 102
4 | O=C(Nc1ccccc1)C1=C[C@@H](c2ccc3c(c2)OCO3)C[C@@H](OCCCCO)O1 | 9 | 0 | 72 | 5 | -1.0 | 90 | 2 | -2 | 78
5 | Cn1c(SCC(=O)c2ccccc2)nc2cccnc21 | -2 | 1 | 83 | -7 | -1.1 | 104 | -1 | 7 | 79
6 | CCc1cccc(NC(=O)CCS(=O)(=O)c2ccc3c(c2)NC(=O)CO3)c1 | -3 | 2 | 104 | 2 | -0.9 | 92 | 23 | -2 | 102
7 | COCCCN(C(=S)NC(=O)C(C)(C)C)c1c(N)n(Cc2ccccc2)c(=O)[nH]c1=O | 5 | 0 | 114 | 6 | -1.3 | 80 | 26 | 8 | 115
8 | Cc1ccc(C(=O)/C=C/c2ccc3ncccc3c2)cc1 | 7 | 0 | 85 | 5 | 1.5 | 96 | 3 | 2 | 82
9 | CCOc1ccc(C(C)(N)C(=O)O)cc1 (centres undefined) | -4 | 0 | 109 | 2 | 0.3 | 97 | 1 | 5 | 106
10 | O=C(COC(=O)c1ccc(NS(=O)(=O)c2ccc(Br)s2)cc1)NC1CCCC1 | 1 | 0 | 101 | 6 | -1.0 | 102 | 15 | -7 | 101
11 | CCC(=O)N(Cc1cccs1)C1CCOC(C)(C)C1 (centres undefined) | 8 | 0 | 99 | 8 | / | 102 | -4 | 0 | 94
12 | Cc1c(C(=O)O)sc2nc(SCC(=O)Nc3ccc(S(=O)(=O)NCCCC(=O)O)cc3)[nH]c(=O)c12 | 5 | 1 | 97 | 4 | 2.0 | 76 | -6 | 1 | 118
13 | Cc1ccc(C)c(OCCC(=O)OCC(=O)NCCNC(=O)COC(=O)CCOc2cc(C)ccc2C)c1 | 3 | 0 | 98 | 5 | 0.1 | 93 | -2 | 8 | 89
14 | NS(=O)(=O)c1cccc(NC(=O)COC(=O)c2cc(Cl)ccc2[N+](=O)[O-])c1 | 3 | 0 | 106 | 1 | 2.4 | 131 | -1 | -3 | 104
15 | C=CCN1C(=O)C(O)(CC(=O)c2ccccn2)c2ccccc21 (centres undefined) | 16 | 2 | 106 | 7 | 2.4 | 96 | 11 | -5 | 119
16 | CC(C)OCCOc1ccc2oc(-c3ccco3)cc(=O)c2c1 | 2 | 8 | 96 | -2 | 5.6 | 101 | 5 | -6 | 100
17 | O=C(COc1ccccc1)Nc1ccncc1 | -8 | 2 | 94 | -2 | 0.5 | 92 | 0 | -7 | 90
18 | O=C(Cc1ccc([N+](=O)[O-])cc1)NNC(=O)c1ccc2c(c1)OCO2 | / | 0 | 99 | / | / | 74 | -87 | / | 103
19 | Clc1ccccc1CSC1=NCCN1 | 4 | 0 | 110 | 4 | 0.7 | 101 | 11 | -8 | 108
20 | O=C(Nc1ccc(-c2n[nH]c(=S)o2)cc1)c1ccccc1 | -30 | 1 | 97 | -31 | 1.1 | 105 | 0 | -4 | 99
21 | N=C1C(c2ccccc2)=C(O)CN1CCO | 11 | 3 | 107 | 2 | -1.8 | 119 | 4 | 5 | 107
22 | CC(=O)C1=C(NC(=O)c2ccc(C(F)(F)F)cc2)C[C@@H]2[C@H]1C2(C)C | -7 | 1 | 106 | 0 | 3.6 | 99 | 4 | 2 | 103
23 | CCC(=O)Nc1c2c(nn1-c1cccc(Cl)c1)CS(=O)(=O)C2 | -4 | 2 | 111 | -4 | -1.8 | 99 | 1 | 10 | 100
24 | COc1ccc(C(O)c2nccn2Cc2ccccc2)cc1OC (centres undefined) | -1 | 0 | 110 | 4 | -2.1 | 94 | 10 | -1 | 106
25 | CCCCNC(=O)Cn1c(-c2ccc(OC)cc2)noc1=O | 1 | 0 | 102 | 2 | -1.0 | 94 | 0 | 8 | 107
26 | Cc1cc(NC(=O)CSc2nccn2-c2cccc(F)c2)no1 | / | 0 | 103 | / | / | 101 | 0 | 2 | 116
27 | CC(C)(C)C(Cn1ccnc1)NC(=O)c1ccc2nc(C3CC3)oc2c1 (centres undefined) | 0 | 4 | 93 | 4 | 3.7 | 107 | -4 | 8 | 95
28 | O=[N+]([O-])c1c(N2CCN(CCO)CC2)nc2ccccn12 | -5 | 2 | 86 | -4 | 0.2 | 96 | 13 | 10 | 96
29 | O=C(O)c1ccccc1C(=O)NCc1c(Cl)cccc1Sc1ccc(Cl)cc1 | 2 | 2 | 94 | 6 | 0.6 | 107 | 3 | -3 | 92
30 | CCn1c(SCC(=O)NC2=NCCS2)nnc1C(C)NC(=O)c1ccccc1Br (centres undefined) | -2 | 0 | 105 | 0 | -1.5 | 97 | 3 | -4 | 100
31 | CC(C)c1nnc(NC(=O)CCC(=O)NC2CCCc3ccccc32)s1 (centres undefined) | 0 | 2 | 117 | -1 | 1.4 | 94 | 2 | 3 | 93
32 | C[C@H](NC(=O)CCCOc1ccc(Cl)cc1Cl)c1nnc2ccccn12 | -11 | 0 | 100 | -4 | 0.9 | 107 | 11 | 1 | 96
33 | Cc1ccc2c(c1)N(CC(=O)NCc1cccnc1)C(=O)CO2 | 7 | 0 | / | 4 | 2.2 | 100 | -6 | 2 | 106
34 | CC(=O)c1ccc(C(=O)N2CCc3c([nH]c4ccccc34)C2c2ccccn2)s1 (centres undefined) | 3 | 8 | 86 | -1 | 0.8 | 80 | 30 | -3 | 126
35 | CCCCNCCOCCSc1ccc(Cl)cc1 | 6 | 0 | 108 | 4 | -2.9 | 85 | 8 | 1 | 105
36 | COc1cc(COCC(O)CN2C(C)CCCC2C)cc(OC)c1OC (centres undefined) | 6 | 0 | 99 | 5 | 0.1 | 94 | 1 | 5 | 96
37 | Cc1cc(NC(=O)c2n[nH]c(=O)c3ccccc23)ccc1Br | -4 | 1 | 111 | -1 | 3.2 | 91 | -19 | 5 | 101
38 | CC(NC(=O)COc1ccc([N+](=O)[O-])cc1)c1ccccc1 (centres undefined) | 12 | 2 | 104 | 0 | -0.7 | 125 | 0 | 9 | 101
39 | O=C(Nc1cc(C(F)(F)F)ccc1N1CCOCC1)c1n[nH]c(=O)c2ccccc12 | 7 | 0 | 102 | 0 | -3.0 | 113 | 1 | -2 | 94
40 | c1ccc(OCc2nn3c(-c4ccco4)nnc3s2)cc1 | 14 | 2 | 96 | 6 | 1.0 | 106 | -3 | 10 | 80
41 | O=C(NCCC1=CCCCC1)c1cc2c(s1)CS(=O)(=O)C2 | 4 | 3 | 103 | 4 | -1.5 | 98 | -152 | -2 | 103
42 | O=C(COc1ccccc1Br)N1CCN(C(=O)c2cccs2)CC1 | 5 | 2 | 98 | 2 | / | 100 | 1 | 4 | 89
43 | CC(C)c1ccc(N2C(=O)CC(Sc3ncccn3)C2=O)cc1 (centres undefined) | / | 4 | 96[may fluoresce violet] | / | 2.5 | 95 | 1 | / | ?
44 | CCc1ccc(C(=O)COC(=O)c2nn(C)c(=O)c3ccccc23)cc1 | 2 | 1 | 92 | 3 | 1.0 | 118 | -4 | -1 | 77
45 | Cn1nc(C(F)(F)F)cc1Oc1ncc(C(F)(F)F)cc1Cl | -4 | 0 | 100 | 5 | 3.2 | 97 | 18 | 6 | 98
46 | O=C(NNC(=O)C1CC=CCC1C(=O)O)c1ccc(Cl)cc1 (centres undefined) | 2 | 1 | 106 | -2 | -1.5 | 93 | 1 | 9 | 90
47 | O=C(COc1ccc([N+](=O)[O-])cc1)NCc1ccccc1 | -9 | 0 | 104 | 2 | -2.1 | 111 | 2 | -4 | 90
48 | Cc1nc2ccc(C(=O)N3CCN(Cc4ccccc4)CC3)cc2[nH]1 | -2 | 0 | 76 | 0 | -1.2 | 99 | 5 | 5 | 113
49 | CCOC(=O)c1c(Cl)c(C)nn1-c1nc(OC)cc(OC)n1 | 5 | 0 | 97 | 10 | -0.8 | 105 | -7 | 2 | 98
50 | O=C(NC(=S)N1CCN(c2ccc(F)cc2)CC1)C12CC3CC(CC(C3)C1)C2 | 3 | 0 | 89 | -1 | 1.2 | 103 | 15 | 3 | 96
51 | Cc1ccc(-c2n[nH]c(=S)n2/N=C/c2cccs2)cc1 | -25 | 0 | 82 | -31 | 0.6 | 84 | 10 | -2 | 92
52 | O=C(Nc1ccc(F)cc1)c1cccnc1N1CCCCC1 | 8 | 0 | 101 | 5 | / | 102 | 19 | 4 | 98
53 | O=C(NCCCCc1ccccc1)Nc1ccc(F)cc1 | 4 | 0 | 92 | 5 | 1.6 | 108 | -26 | 8 | 88
54 | CC(C)CCN1CCN(C2CCN(c3ccc4c(c3)OCO4)CC2)CC1CCO (centres undefined) | 26 | 0 | 104 | 10 | -0.3 | 100 | -1 | 1 | 98
55 | Cc1cc(C(=O)CN2C(=O)c3ccccc3S2(=O)=O)c(C)n1C(C)C | 10 | 2 | 98 | 6 | / | 84 | -4 | 7 | 95
56 | Cc1cc(NC(=O)CN(C)CC(=O)Nc2ccc(Cl)c(C(F)(F)F)c2)no1 | 7 | 1 | 109 | 1 | / | 97 | -2 | 1 | 111
57 | CC1CCN(C(=O)Cn2cc([N+](=O)[O-])ccc2=O)c2ccccc2S1 (centres undefined) | / | 2 | 101 | / | / | 114 | -9 | 0 | 100
58 | Cn1c(=O)cc(SCC(=O)NCCC2=CCCCC2)c2ccc(Cl)cc21 | -6 | 1 | 105 | 1 | 2.2 | 107 | -11 | -7 | 110
59 | Cc1ccccc1Cn1cnc2c([N+](=O)[O-])c(C)c(C)cc21 | -8 | 0 | 102 | -4 | 0.3 | 109 | -6 | 6 | 96
60 | Cc1ccccc1CN1CCN(C(=O)c2ccco2)CC1 | 1 | 0 | 101 | 3 | 2.4 | 96 | -5 | 4 | 97

Next records
nr | Molecule | MCL1 BIM primary | GRK2 inh | AGP1-GFP MLPCN | BCLXL inh | MEX-5 binding | Yeast superoxide | VLA-4 inh | GLD-1 RNA inh | CIT2-GFP yeast
61 | Cc1ccccc1Nc1nc(N)nc(CSc2ccc(F)cc2)n1 | 5 | 0 | 94 | 5 | 1.2 | 104 | 8 | 5 | 99
62 | Cc1ccc(-n2c(SCC(=O)N3CCOCC3)nnc2-c2cccnc2)cc1C | -13 | 2 | 99 | 3 | 0.0 | 92 | 0 | -2 | 112
63 | CN1CCc2c(sc(NC(=O)C3CCCCC3)c2C(N)=O)C1 | -3 | 0 | 96 | -3 | -0.9 | 115 | 0 | 1 | 95
64 | C=CCNC(=S)NNC(=O)c1ccc(Br)o1 | 0 | 3 | 92 | -1 | -1.7 | 106 | 3 | 2 | 93
65 | COc1ccc(N(CC(=O)N/N=C/c2ccccc2OC)S(=O)(=O)c2ccccc2)cc1 | 6 | 0 | 95 | 4 | -2.5 | 101 | 13 | 0 | 102
